Polio RdRp inh: poliovirus RdRp elongation inhibitors, primary screen, biochemical, fluorescence polarization, total intensity. hit rate 0.66% among 150,000. AID 588519, 2011. poliovirus polymerase elongation; hits give low values. % elongation, % (compound at 16.7 µg/mL). Genome polyprotein (Poliovirus type 1 (strain Mahoney)), P03300; in the data active means % elongation below about 90%; further: some results filed as inactive read as strong as hits
Target sequence (P03300 1749-2209 limits assumed): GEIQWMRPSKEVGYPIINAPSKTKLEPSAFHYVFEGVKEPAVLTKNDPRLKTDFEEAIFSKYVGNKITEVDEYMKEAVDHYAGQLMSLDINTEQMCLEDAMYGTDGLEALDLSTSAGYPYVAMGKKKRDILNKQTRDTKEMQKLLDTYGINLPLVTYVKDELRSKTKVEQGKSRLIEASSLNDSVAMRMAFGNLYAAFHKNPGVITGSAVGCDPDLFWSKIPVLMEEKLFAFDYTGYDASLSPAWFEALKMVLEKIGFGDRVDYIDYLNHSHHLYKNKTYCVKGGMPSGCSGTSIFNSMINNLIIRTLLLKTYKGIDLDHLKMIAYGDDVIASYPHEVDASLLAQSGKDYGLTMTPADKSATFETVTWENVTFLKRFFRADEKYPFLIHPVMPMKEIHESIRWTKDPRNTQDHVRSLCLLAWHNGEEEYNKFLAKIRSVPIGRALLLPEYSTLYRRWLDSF
Polio RdRp inh FP z-score: also measured in Polio RdRp inh; calls as there; z-score; measured here: FP z-score; hits read low
Starred values were filed as active, the others as inactive; & = joins results of further samples. The list is partial. The share of hits here may be higher or lower than overall.

Molecule,Polio RdRp inh,Polio RdRp inh FP z-score
Cc1ccc(-c2nc(C)c(CCNS(=O)(=O)c3ccc(F)c(C(F)(F)F)c3)s2)cc1,106,-0.3
O=C(Cc1ccccc1)Nc1cccc(C(=O)OCC(=O)c2ccc(Cl)cc2)c1,102,-0.1
CCOc1cc(C(=O)NCc2ccc3c(c2)CCN3C(=O)CC)cc(OCC)c1OCC,104,0
C=CCn1c2ccccc2c2nnc(SCC(=O)Nc3nnc(C(C)C)s3)nc21,103,0.3
Cc1cc2c3cccn3ccn2c1,97,-0.7
Cc1cc(C)n(CCc2nc(-c3cccs3)cs2)n1,101,-0.5
CC(C)NC(=O)NC(c1ccccc1)c1ccccc1,104,0.2
CSc1ccccc1NC(=O)CCS(=O)(=O)c1nc(-c2ccc3c(c2)OCO3)cc(C(F)(F)F)n1,102,-0.3
COc1ccccc1NC(=O)Cc1ccccc1,100,0.1
N#CCC(=O)NCCN1CCOCC1,104,0.4
COc1ccc(Cl)cc1C(=O)Nc1ccc2nc3n(c(=O)c2c1)CCCC3,104,0.7
CCOC(=O)CN1C(=O)C(C)(C)Oc2ccc(C(=O)NC(C)C)cc21,103,0.2
CC1(C)Cc2cccc(C(=O)Nc3cccc4c3CCCC4)c2O1,103,0
CCOC(=O)c1c(S(=O)(=O)NC2CCN(C(=O)OCC)CC2)c(C)n(C)c1C,102,0.4
CCCNC(=O)N(C)c1ncnnc1NC,100,-0.4
CN(C)c1ccc(Nc2ncnc3c2c(-c2ccccc2)cn3-c2cccc(Cl)c2)cc1,100,-1.1
CC1CC2(CCCCC2)Nc2ccccc21 (configuration not stated),104,0.5
COc1ccc(-c2cc3nc(-c4ccc(Br)cc4)cc(C(F)(F)F)n3n2)cc1,106,0.5
O=S(=O)(c1ccc2oc(=S)n(CN3CCOCC3)c2c1)N1CCOCC1,62*,-5.5*
CCC(=O)N1CCc2cc(S(=O)(=O)NC(Cc3ccccc3)C(=O)O)ccc21 (configuration not stated),106,0.4
O=c1oc2ccc3ccccc3c2cc1-c1nnc(Nc2cccc(C(F)(F)F)c2)s1,103,0.1
Cc1ccc(OCCOCCOc2ccccc2/C=N\n2cnnc2)cc1,102,0.3
CCn1c(SC)nnc1C1CCN(C(=O)NCc2ccccc2)CC1,105,1.1
Cc1ccc(NC(=O)CN2C(=O)CCn3nc(-c4cccn4C)cc32)c(Cl)c1,108,0.3
CC(C)OC(=O)/C(C#N)=C/c1cn(C)c2ccccc12,100,-0.4
COc1cc2c(cc1OC)C(c1ccccc1)N(C(=O)c1oc3ccccc3c1C)CC2 (configuration not stated),104,0.9
O=C(O)c1ccc2c(c1)C(=O)N(NC(=O)c1ccc(O)cc1)C2=O,100,-0.1
COc1ccc(-c2onc(C)c2C)cc1S(=O)(=O)Nc1ccc(OC(F)(F)F)cc1,106,-0.1
COC(=O)c1cc2oc3ccccc3c2n1CC(=O)Nc1ccc(C)cc1Cl,103,-1.1
COc1ccc(-c2cc(C(C)=O)c(C)n2CCC(=O)Nc2cc(Cl)ccc2C)cc1,103,-0.4

Some of the entries above in another layout.
> CC(C)OC(=O)/C(C#N)=C/c1cn(C)c2ccccc12
  Polio RdRp inh = 100
  Polio RdRp inh FP z-score = -0.4

> COc1cc2c(cc1OC)C(c1ccccc1)N(C(=O)c1oc3ccccc3c1C)CC2 (configuration not stated)
  Polio RdRp inh = 104
  Polio RdRp inh FP z-score = 0.9

> O=C(O)c1ccc2c(c1)C(=O)N(NC(=O)c1ccc(O)cc1)C2=O
  Polio RdRp inh = 100
  Polio RdRp inh FP z-score = -0.1

> COc1ccc(-c2onc(C)c2C)cc1S(=O)(=O)Nc1ccc(OC(F)(F)F)cc1
  Polio RdRp inh = 106
  Polio RdRp inh FP z-score = -0.1

Next part:
Molecule,Polio RdRp inh,Polio RdRp inh FP z-score
Cc1ccc(-c2nc(Cn3cc(C=C4C(=O)N(C)C(=O)N(C)C4=O)c4ccccc43)no2)cc1,99,-0.5
CC(C)c1ccc(NC(=O)Cn2nnc(C(=O)NCc3ccc(Cl)cc3)c2N)cc1,103,-0.1
O=C(COCc1cc(-c2ccc3c(c2)OCO3)on1)Nc1cc(C(F)(F)F)ccc1Cl,112,1
CC1(C)Cc2c(ccc3ccccc23)CN1,101,-0.1
COc1ccccc1N1CCN(S(=O)(=O)c2ccc3c4c(cccc24)C(=O)N3)CC1,101,0
O=C(Nc1ccc(F)c(F)c1)c1ccc(=O)n(Cc2ccc(F)cc2)c1,109,0.3
CN(C)c1ccc(/C=C(\C#N)C(N)=O)cc1,128,2.3
N#Cc1c(N)nc2c(c1-c1ccncc1)CCCC2,100,-0.5
CCOc1cc(C(=O)O)cc(Cl)c1O,102,-0.1
Cc1noc(C)c1CC(=O)O,103,0
CN(CC1COc2ccccc2O1)S(=O)(=O)c1ccc2c(c1)CCCC(=O)N2 (configuration not stated),99,-1.4
CCOC(=O)CC1C(=O)NCCN1C(=O)Nc1ccccc1 (configuration not stated),104,1.7
CCCC1c2cccn2CCN1C(=O)Nc1ccccc1 (configuration not stated),101,0.1
COc1ccccc1C(=O)/C=C1\NC(=O)CS1,107,0.4
COc1ccc(CCNC(=O)CCn2c(=O)c3ccccc3n(Cc3ccccc3F)c2=O)cc1OC,103,-0.9
Cc1ccc(CN(C(=O)COc2cc(C)c(Cl)c(C)c2)c2ccccn2)o1,104,-0.2
NNc1nc(NN)c2c3c(sc2n1)CCCCC3,100,-1
CC(=O)Nc1sc(C)c(C)c1C(=O)OCn1nnc2ccccc2c1=O,99,-0.2
FC(F)(F)c1ccccc1NNC(=S)NCC1CCCO1 (configuration not stated),99,-0.2
CCN(CC)c1cc2c(cc1F)c(=O)c(S(=O)(=O)c1cc(C)ccc1C)cn2Cc1ccccc1,113,1.2
N#Cc1cccc(NC(=O)Nc2cccn(Cc3ccccc3)c2=O)c1,101,-0.2
O=C(Nc1ccccc1)c1cc2sccc2n1Cc1ccccc1,100,-0.6
Cc1cc(S(N)(=O)=O)c2ncccc2c1,106,0.4
COc1cccc(CNC(=O)CCC2=NS(=O)(=O)c3ccc(C)cc3N2)c1,103,0.1
CCc1cc2c(=O)c(-n3cnc4ccccc43)coc2cc1O,100,-0.6
COc1cc(/C=N/OCC(=O)NC2CCCCC2)ccc1OC(F)F,102,-0.2
c1ccc2c(c1)OC1c3ccccc3OC3c4ccccc4OC2N31 (configuration not stated),99,0
c1ccc(CSc2nnc3sc4ccccc4n23)cc1,100,-0.4
CCOC(=O)c1ccccc1NC(=O)Nc1cc2c(cc1N1CCCC1)n(C)c(=O)n2C,105,-1.9
Cc1ccc(-n2ncc(C(=O)N3CCc4ccccc4C3)c2C2CCN(C(=O)OC(C)(C)C)CC2)cc1C,101,-1
Cc1ccc(NC(=O)CSc2nccn2C2CCCC2)cc1Cl,104,-0.6
CC(=O)Nc1ccc(S(=O)(=O)N(C)CC(=O)OCc2cc(=O)oc3cc(O)ccc23)cc1,101,-0.3
O=C(NC1CCCCCCC1)C1=COCCO1,102,-0.1
CCN1C(=O)/C(=C/c2ccc(F)cc2)NC1=S,105,0.9
COC(=O)CSc1c(-c2ccccc2)c2cc(Cl)ccc2[nH]c1=O,102,0
Cc1cn2c(=O)cc(COc3ccc(Cl)cc3)nc2s1,106,-0.2
CC(C)NC(=O)COc1ncnc2ccccc12,103,0.1
Cc1ccc(NC(=O)CC(NC2CCCCC2)C(=O)O)cc1Cl (configuration not stated),101,-0.1
CC(C)OC(=O)C1C2C=CC3(CN(c4cccc(Cl)c4)C(=O)C13)O2 (configuration not stated),101,-0.1
CCC(=O)N(CCC(c1ccccc1)C1CCOC(C)(C)C1)Cc1ccc(OC)cc1 (configuration not stated),106,0.3
COC(=O)c1ccccc1NC(=O)c1ncoc1-c1ccco1,108,0.3
CCN(CC)S(=O)(=O)c1cccc(C(=O)OCC(=O)N2CC(=O)Nc3ccccc32)c1,98,-0.2
COC(=O)c1ccc(CNC(C)(C)C)o1,111,0.8
Nc1c(C(=O)NCCC2=CCCCC2)nnn1-c1cccc(C(F)(F)F)c1,103,0.3
CCOC(=O)c1ccccc1NC(=O)N1CCC(N2CCN(Cc3ccccc3)C(=O)C2=O)CC1,106,-0.1
O=C(c1cc2ccccc2cc1OCC(=O)N1CCc2ccccc21)N1CCOCC1,106,0.3
O=C(CN1CCCC1c1cccs1)NN1C(=O)NC2(CCCCC2)C1=O (configuration not stated),106,0.4
CCc1ccc(C(=O)COC(=O)C2(CC(=O)N3CCOCC3)CCCC2)cc1,100,-0.3
CCN(C(=O)c1cc(S(=O)(=O)N2CCOCC2)cn1C)c1cccc(C)c1,102,0.3
CCCNC(=O)C1CSC2(CCN(C)CC2)N1C(=O)CC (configuration not stated),101,-0.3
CCCc1cc(=O)[nH]c(SCC(N)=O)n1,104&107,0.1&0.4
O=C1C2CCCC1CC(C(=O)N1CCCCC1)C2 (configuration not stated),101,-0.4
Cc1ccc(Cn2c(N(C)C)nc3c2c(=O)[nH]c(=O)n3C)cc1,101,-0.4
O=C(OCCOc1ccccc1)c1cccc(OC(F)F)c1,101,0.1
CN1CCN(CCC(=O)Nc2ccc(Cl)cc2)CC1,103,-0.2
Fc1ccccc1-n1ncc2c1ncn1nc(-c3ccccc3)nc21,101,-0.5
Cc1nn(-c2nc(-c3ccccc3)cc(C(F)(F)F)n2)c(C)c1Cl,102,-0.8
Cc1ccc(N2CC(C(=O)N(Cc3ccccc3)c3ccccn3)CC2=O)cc1 (configuration not stated),98,-0.3
O=C(OCc1ccccc1)c1cccnc1,104,0.1
CC1c2cccn2CCN1C(=O)NC1CCCCC1 (configuration not stated),98,-1.4

More results follow:
Molecule,Polio RdRp inh,Polio RdRp inh FP z-score
Cn1nc(C(=O)N2CCCSC2=Nc2ccccc2)c2ccccc2c1=O,98,-0.7
Cc1cc2c(c(=S)[nH]1)C(=O)O/C2=C/c1ccc(Cl)c(Cl)c1,104,0.2
CCCCc1cc(=O)oc2c3c(c(Cl)cc12)OCN(Cc1ccc(OC)c(OC)c1)C3,103,0.4
C#CCN1C(=O)C(O)(C2CCc3ccccc3C2=O)c2ccccc21 (configuration not stated),101,-0.2
CC(Cc1ccccc1)NC(=O)c1ccc(N)cc1 (configuration not stated),103,-0.2
CC(=O)c1ccc(S(=O)(=O)Nc2cccc(-c3ccc(N4CCCCCC4)nn3)c2)cc1,113,1.5
Cc1ccc2oc(=O)c3cnn(CC(=O)Nc4ccc(Br)cc4C)c3c2c1,109,0.5
CCCCOC(=O)c1ccc(Nc2nc3ccc(C)cc3n3cnnc23)cc1,110,1.8
CN(C)c1ccc(N=Cc2c(O)ccc3ccccc23)cc1,111,2.5
CC12CCC(=O)N1C1CCCCC1N2 (configuration not stated),101,-0.3
Cc1ccc(NS(=O)(=O)c2ccccc2)cc1,105,0.3
COc1ccc(C(=O)CSc2nc(=O)n3cc(C)ccc3n2)cc1,107,1.8
CCOC(=O)c1c(C)[nH]c(C)c1C(=O)COc1ccc(C#N)cc1,102,0.1
CC(=O)Nc1cc(-c2ccccc2)nn1Cc1cccc(Cl)c1,104,0
O=c1c(-c2ccc3ccccc3n2)coc2cc(O)ccc12,126,3
C=COc1ccc(N2C(=O)c3ccccc3OC2C)cc1 (configuration not stated),106,0.3
Clc1nc2ccccc2n2cnnc12,89,-3.7
Cc1cnc(C(=O)Nc2ccc(OC(F)F)c(Cl)c2)cn1,98,-0.3
O=C(NCc1ccccc1)C1CCCN(C(=O)Nc2ccccc2)C1 (configuration not stated),105,0.9
Cc1ccc(CS(=O)(=O)c2ccc(C(F)(F)F)cn2)cc1,102,0.2
O=C(Cc1ccc(S(=O)(=O)N2CCOCC2)s1)Nc1ccc2ccccc2c1,102,-0.4
O=C(c1cccc(C(=O)N2CCc3ccccc32)c1)N1CCc2ccccc21,102,0.1
O=C1NC(c2ccccc2)C(C(=O)c2ccco2)=C1O (configuration not stated),107,0.4
COC(=O)c1ccccc1NC(=O)c1ccc2nc(CCc3ccccc3)oc2c1,106,-0.1
COc1ccc(NC(=O)CSc2nc(-c3cccs3)cc(C(F)(F)F)c2C#N)cc1,113,2.6
O=C(O)CCc1nnc2n(Cc3ccccc3Cl)c(=O)c3ccccc3n12,100,-0.2
CC(=O)N[C@H]1[C@H](Oc2nc3ccccc3o2)O[C@H](CO)[C@@H](O)[C@@H]1O,101,-0.4
CCOC(=O)c1c(NC(C)=O)c2c3c(sc2n1Cc1nc(-c2cccc(Cl)c2)oc1C)CCCC3,109,-0.3
CCOC(=O)c1cc(-c2csc(-c3ccc(Cl)cc3)n2)on1,100,-0.4
Cc1ccc(Nc2c(-c3ccc(N4CCOCC4)cc3)nc3ncccn23)cc1C,111,-0.4
O=C(CCSCc1cnn(-c2ccccc2)c1-n1cccc1)NCc1ccc(F)cc1,102,-0.7
CC(Sc1nnc(-c2ccncc2)n1C)c1ccccc1Cl (configuration not stated),100,0
CCOc1cc(Br)c(N2C(=NC(C)=O)SC3CS(=O)(=O)CC32)cc1OCC (configuration not stated),100,-0.1
O=S(=O)(c1ccccc1)N1CCC(Oc2ccc(-n3cnnn3)cc2)CC1,98,-2.2
CCc1ccc(CNC(=O)CSc2c3c(nc4ccc(Cl)cc24)CCCC3)cc1,106,0.3
Cc1ccccc1OCCCC(=O)NCc1ccco1,102,-0.1
COc1ccc(C(=O)Nc2ccc(-c3n[nH]c(=S)o3)cc2)cc1,103,0.4
COc1cc(OC)cc(-n2c(=O)c3sccc3n(Cc3c(C)cc(C)cc3C)c2=O)c1,100,-1.1

Screening data as filed in PubChem.
